Neddyl block – blocks human cullin neddylation | hit rate 0.58% among 360,000 | AID 651699 | P61081+Q13564 | TR-FRET cullin neddylation, biochemical | calls only at 25 µM; in the data active means inhibition above about 36%
FAS TE block – inhibitors of human fatty acid synthase thioesterase domain. hit rate 0.67% among 360,000. AID 602261. recombinant FAS-TE, OMFH fluorogenic substrate, fluorescence endpoint. inhibition, % at 15 µM;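 active means compounds whose normalised, plate-corrected inhibition of enzyme fluorescence in the single-dose primary screen is 50% or more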;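 further: 0% = DMSO with enzyme and 100% = substrate without enzyme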
MLLE-PAM2 inh – inhibitors of microRNA-mediated deadenylation, human PABP1 MLLE binding. P11940. AID 588489. GST-MLLE / FITC-PAM2 fluorescence polarization. hit rate 0.36% among 360,000. inhibition, % at 20 µM; in the data active means inhibition above about 35%, passing the limit was not always enough;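 further: plate controls were DMSO wells with GST-MLLE for no effect and wells lacking GST-MLLE protein for full effect; some results filed as inactive read as strong as hits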
Target sequence (P11940 whole entry, looked up): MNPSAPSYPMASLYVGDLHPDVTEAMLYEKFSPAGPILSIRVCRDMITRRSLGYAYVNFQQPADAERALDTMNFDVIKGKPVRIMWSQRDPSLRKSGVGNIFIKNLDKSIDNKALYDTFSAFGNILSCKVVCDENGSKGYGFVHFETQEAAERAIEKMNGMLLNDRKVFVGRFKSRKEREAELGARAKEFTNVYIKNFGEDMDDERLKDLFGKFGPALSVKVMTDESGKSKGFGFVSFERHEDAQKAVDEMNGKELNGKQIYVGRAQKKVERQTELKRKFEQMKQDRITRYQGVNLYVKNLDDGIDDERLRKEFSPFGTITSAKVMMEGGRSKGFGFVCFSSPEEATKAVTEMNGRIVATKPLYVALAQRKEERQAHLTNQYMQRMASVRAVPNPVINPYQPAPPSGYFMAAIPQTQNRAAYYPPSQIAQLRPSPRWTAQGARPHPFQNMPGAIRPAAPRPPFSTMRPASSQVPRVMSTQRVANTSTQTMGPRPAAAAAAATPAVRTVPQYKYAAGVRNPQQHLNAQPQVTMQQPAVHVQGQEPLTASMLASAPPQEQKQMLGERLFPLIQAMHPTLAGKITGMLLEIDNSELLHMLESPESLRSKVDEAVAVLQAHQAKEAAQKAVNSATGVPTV
NadD inh – NadD (S. aureus) enzyme inhibition. purified NadD enzyme, colorimetric absorbance read-out. inhibition, % at 20 µM. hit rate 0.78% among 360,000. AID 602399; in the data active means inhibition above about 26%; further: some compounds past the cut are filed as inactive
SKN-1 block – blocks SKN-1 activity in C. elegans; C. elegans VP596 Pgst-4::GFP/RFP ratio, acrylamide-induced, 24 h; inhibition, % at 21.8 µM; hit rate 0.49% among 360,000; AID 624304;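 active means interference check ratio from 0.5 to 1.5 plus GFP to RFP signal ratio inhibition reaching or exceeding a fixed threshold, cut at about 30% in these data, passing the limit was not always enough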; further: some compounds called inactive have numbers as strong as hits
Rin1 Abl inh – human Rin1-Abl interaction inhibition | P00519+Q13671 | TR-FRET Rin1/Abl binding, biochemical | inhibition, % at 7.35 µM | hit rate 0.4% among 360,000; in the data active means inhibition above about 5%, passing the limit was not always enough
Rpn11 block – blocks the human proteasome subunit Rpn11 | O00487 | human 26S proteasome, Ub4-pepOG fluorescence polarization; 20S core pre-blocked with epoxomicin | calls only at 20 µM | hit rate 0.59% among 360,000 | AID 588493;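 active means inhibition at 20 µM, scaled to each plate's controls, above about 33%, limit read from the data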
MT1-MMP act inh – MT1-MMP (human) activation inhibition; HT1080 RFP-PRO-GFP cells, GFP/RFP ratio fluorescence, overnight; percent of plate control window, DMSO zero; P50281; GFP/RFP ratio change, % at 20 µM; AID 651647; hit rate 0.061% among 360,000;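 active means GFP/RFP ratio change of at least 30% with cell ATP level not reduced by more than half and red fluorescence within 50% of control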; further: strong numbers were not always called active
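Material: RFP-PRO-GFP reporter HT1080 cells. Dosing: single-point 20 µM compound, 1% DMSO. Controls: DMSO and RFP-L50D-GFP cell wells. Timing: cells overnight before dosing, compound overnight, 37 °C, 5% CO2. Measure: GFP/RFP fluorescence ratio.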
CSN inh – blocks human CSN-mediated cullin deneddylation; Purified CSN, SCF-Nedd8-OG deneddylation, fluorescence polarization; hit rate 0.38% among 360,000; inhibition, % at 12.5 µM; Q92905;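 active means pattern-corrected inhibition above about 35%, with an unprinted fluorescence ratio check between 0.5 and 1.5, limit read from the data, passing the limit was not always enough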;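 further: 0% = enzyme with substrate and 100% = substrate without enzyme; some results filed as inactive read as strong as hits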
Target sequence (Q92905 whole entry, looked up, one chain of several): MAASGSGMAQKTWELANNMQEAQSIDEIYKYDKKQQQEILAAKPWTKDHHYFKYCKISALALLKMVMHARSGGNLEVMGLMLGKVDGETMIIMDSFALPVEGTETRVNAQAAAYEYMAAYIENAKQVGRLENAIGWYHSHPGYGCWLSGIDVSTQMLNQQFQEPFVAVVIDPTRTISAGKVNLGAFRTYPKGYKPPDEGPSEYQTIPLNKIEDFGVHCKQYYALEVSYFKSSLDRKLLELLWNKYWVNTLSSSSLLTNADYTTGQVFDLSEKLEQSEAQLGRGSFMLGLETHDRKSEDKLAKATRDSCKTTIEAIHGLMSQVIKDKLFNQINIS
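Test system: Human Csn5 produced in HEK293T cells | Compound: 12.5 µM single point | Times: 90 min, room temperature | Signal: Fluorescence polarization readout | Read-out basis: % inhibition of substrate cleavage by Csn5 | Controls: no-enzyme wells high, enzyme-with-substrate wells low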
Numbers without * were called inactive; i = inactive; · = not tested or not shown; + = active, no number. The order is random. Share with any hit: about 3.9%.

Compound	Neddyl block	FAS TE block	MLLE-PAM2 inh	NadD inh	SKN-1 block	Rin1 Abl inh	Rpn11 block	MT1-MMP act inh	CSN inh
COCCC(=O)N1CCC(n2nccc2NC(=O)CCc2ccccc2)CC1	i	-6	5	3	2	1	i	-2	1
Cc1nc2cc(-c3ccsc3-n3c(C)ccc3C)[nH]n2c(=O)c1Cl	i	5	4	16	14	2	i	-81	51
COc1ccc(Cl)cc1C(=O)NNC(=O)c1cccnc1	i	-9	11	-2	-7	4	i	3	1
N#CCCn1cc(/C=C(\C#N)c2nc3ccccc3s2)c(-c2ccc(F)cc2)n1	i	21	-2	-3	-20	-2	i	·	5
CCCCN(C=O)c1c(CC)nc2c(OCc3cc(Cl)cc(Cl)c3)cccn12	i	19	-1	0	7	0	i	2	-1
CC1=CC(C)(C)N2C(=O)C3(C(C#N)=C(N)OC4=C3C(=O)CC(C)(C)C4)c3c(C)c(C)cc1c32 (centres undefined)	i	2	3	-1	9	-2	i	9	-1
COc1ccc2[nH]c(=O)c(CN(C(C)=O)C3CCCCC3)cc2c1	i	-4	8	-1	-6	4	i	5	0
O=C(c1ccc([N+](=O)[O-])cc1)N1CCOC12CCN(c1ncc(C(F)(F)F)cc1Cl)CC2	i	3	-5	1	5	3	i	4	-3
CS(=O)(=O)N(CC(=O)N1CCc2ccccc2C1)c1cccc(F)c1	i	-4	7	-3	3	0	i	5	-4
Cc1ccc(CN2CCN(C3CCOCC3)CC2CCO)cc1 (centres undefined)	i	-3	1	-1	1	2	i	0	-3
CC1CCN(S(=O)(=O)c2ccc(C(=O)Nc3nnc(C4=COCCO4)o3)cc2)CC1	i	-6	-1	19	15	-1	i	1	-2
Cc1cc(C)c2c(c1)/C(=N/NC(=O)c1ccc(O)cc1)CCC2	i	-4	-8	3	-10	0	i	2	-12
Cc1ccc(CN2CCSc3ccc(C(=O)NC4CCN(Cc5ccccc5)CC4)cc32)cc1	i	38	6	9	-2	2	i	-2	-4
CC(CCc1ccc(O)cc1)N(C)CCc1ccccc1 (centres undefined)	i	-11	0	4	-4	5	i	2	2
COc1cc(/C=N/NC(=S)Nc2cccnc2)cc(OC)c1OC	i	-4	31	-6	-3	0	i	4	-13
CC(C)OC(=O)CSc1nc2c(c(C3CC=CCC3)c1C#N)CCC2 (centres undefined)	i	25	1	0	-10	-18	i	-4	0
COc1ccc(C2(CN(C(C)=O)C(C)=O)CCCC2)cc1OC	i	-7	10	-7	8	-2	i	4	3
CCn1c(=O)c(C(=O)CN(C)CC(=O)Nc2cccc(F)c2)c(N)n(Cc2ccccc2)c1=O	i	12	-15	-1	-10	3	i	-2	3
COc1ccc(-c2cc3ccccc3[nH]2)cc1	i	-2	9	-2	5	-3	i	9	2
CSc1ccc(NC(=O)CSc2nc3[nH]c(=O)cc(O)c3s2)cc1	i	6	-18	54*	9	5	+	-2	8
COc1ccc(-c2nc(CSCC(=O)NCC3CCCO3)c(C)o2)cc1OC (centres undefined)	i	-5	25	3	-16	3	i	0	-2
O=C(NC(=S)NCCO)c1cn(-c2ccccc2)nc1-c1ccccc1	i	-3	50*	-5	8	2	i	0	8
COc1ccc(-c2noc(N3CCC(C(=O)Nc4cc(OC)ccc4OC)CC3)n2)cc1	i	22	5	-7	-3	-1	i	-8	1
O=C1C(Cl)=C(N2CCC(C(=O)O)CC2)C(=O)c2ccccc21	i	20	55*	3	5	-4	i	-6	7
CC(=O)N1CCN(S(=O)(=O)c2ccc(C)cc2)C1C (centres undefined)	i	-8	1	2	2	-1	i	-6	1
O=C(NC(=S)N1CCN(c2ccc([N+](=O)[O-])cc2)CC1)c1ccccc1	i	4	-81	7	4	3	i	9	1
O=C(c1cc(-c2cccc(O)c2)on1)N1CCc2ccccc2C1	i	11	-1	-3	-4	2	i	2	3
Cc1ccc(-c2nnc(-n3ncc(C#N)c3N)c3ccccc23)cc1C	i	-3	-4	0	-2	9.3*	i	-6	-6
NNC(=O)CN1C(c2ccc(Br)cc2)=Nc2ccc(Br)cc2C1c1ccccc1 (centres undefined)	i	6	14	16	8	2	i	-12	-2
C/C(CCC1CC(C)(C)OC1=O)=N\NC(N)=S (centres undefined)	i	-4	-33	0	-5	-4	i	0	-4
CCOC(=O)c1cnc2c(-c3ccc(Cl)cc3)c(C)nn2c1N	i	-3	5	6	-7	1	i	-11	-2
Cc1cc(C)n(CCC(=O)N/N=C/c2ccc(Br)c([N+](=O)[O-])c2)n1	i	11	10	-6	-17	-3	i	0	-3
COc1cc(CN2CCN(Cc3ccc(SC)cc3)CC2)cc(OC)c1O	i	-1	3	3	5	4	i	-3	-3
CCCN1CCC(=O)N([C@H](CO)Cc2ccccc2)CC1	i	-15	0	2	-5	-4	i	2	-3
CC(C)Oc1ccc(C(=O)NCCCNC(=O)c2cccnc2)cc1	i	-10	1	-9	-12	4	i	-2	0
C=CCn1c(SCC(=O)Nc2ccc(F)cc2)nc2ccccc2c1=O	i	18	-5	1	-3	-3	i	-1	0
CC(Oc1ccccc1)c1ccnc(N)n1 (centres undefined)	i	-5	7	10	9	0	i	-1	-6
COc1ccc2c(c1)nc(N)n2Cc1ccccc1	i	-16	-10	-7	-7	1	i	12	-2
CC(=O)c1ccc(CCCc2ccc(C(C)=O)cc2)cc1	i	28	-13	-3	18	2	i	3	1
O=C(O)Cc1coc2ccc3ccccc3c12	i	-4	0	-10	15	4	i	5	-4
CC1CC(C)CN(C(=O)COC(=O)c2ccc3ccccc3n2)C1 (centres undefined)	i	-4	22	-3	-17	3	i	-2	-4
O=C(CO/N=C/c1ccccc1O)N1CCc2ccccc21	i	5	3	-7	-1	-4	i	2	-10
O=C1C(=NO)CCc2ccccc21	i	-7	5	2	20	-1	i	-4	2
O=C(OCc1ccccc1F)c1cc2ccccc2cc1O	i	32	2	-1	5	-4	i	-3	-3
CC1(C(=O)NCc2ccc3c(c2)OCO3)CCN1C(=O)Cc1ccc(Cl)cc1Cl (centres undefined)	i	4	3	0	2	-4	i	-1	-4
CCOc1ccc(S(=O)(=O)N2CCCC(C(=O)NCCN3CCOCC3)C2)cc1Cl (centres undefined)	i	-2	-9	-1	-8	-2	i	-1	0
CN(CCO)c1ccc2c(c1)OC[C@@H](Cc1ccccc1)NS2(=O)=O	i	-13	·	-5	24	·	·	1	-1
Cc1ccc(S(=O)(=O)N(CC(=O)Nc2ccccc2-c2ccccc2)c2ccc(C)cc2C)cc1	i	35	1	7	-2	-2	i	-11	-15
Cc1ccc(C)c(C(=O)CCC(=O)OCn2nnc3ccccc3c2=O)c1	i	3	0	-1	-1	4	i	-2	0
NC(=O)CC(NC(=O)c1ccc(Br)cc1)c1ccc(NC2CCCCCCC2)c([N+](=O)[O-])c1 (centres undefined)	i	7	-22	8	15	-1	i	19	3

Remaining list, next part.
Compound	Neddyl block	FAS TE block	MLLE-PAM2 inh	NadD inh	SKN-1 block	Rin1 Abl inh	Rpn11 block	MT1-MMP act inh	CSN inh
COc1ccccc1NC(=O)Cc1noc(CSc2n[nH]c(N)n2)n1	i	-8	-7	0	-1	2	i	-1	5
CC1(C)CC(=O)C(C(=O)Cc2ccccc2[N+](=O)[O-])C(=O)C1	i	-14	2	-2	9	2	i	-2	-15
CNC(=O)/C(=C\c1ccc([N+](=O)[O-])cc1)NC(C)=O	i	-5	-3	0	6	0	i	3	-2
Cc1ccc(N2CCN(C(CCc3ccccc3)C(=O)Nc3c(C)cccc3C)CC2)cc1 (centres undefined)	i	·	·	·	-4	·	·	-5	-2
O=C(N/N=C/c1ccc([N+](=O)[O-])o1)c1cn2ccc3ccccc3c2n1	i	-1	-2	3	6	-2	i	0	9
CC(=O)NC(CC(=O)Nc1ccc(S(=O)(=O)N2CCCC2)cc1)c1ccccc1 (centres undefined)	i	-3	-7	-4	-1	-1	i	-4	-7
Nc1nc(CSc2nc3ccccc3s2)nc(N2CCCCC2)n1	i	9	9	-6	-7	1	i	-4	1
CN(Cc1ccccc1)c1ncnc2ccc(Br)cc12	i	22	3	1	17	-35	i	-17	-2
O=C1CC2(CCCC2)C(=O)N1c1ccc(S(=O)(=O)NCC2CC2)cc1Cl	i	4	-10	-4	-3	-1	i	4	99
CCC(C)NC(=O)CCc1nnc2ccc(N3CCC(C)CC3)nn12 (centres undefined)	i	2	35	-1	2	2	i	-5	3
O=C(Nc1ccncc1)c1cc(S(=O)(=O)N2CCCCC2)ccc1Cl	i	-2	-9	0	33	2	i	-4	0
CC(=O)Nc1ccc(-c2csc(N/N=C(/C)c3ccccc3)n2)cc1	i	17	2	5	-8	-1	i	4	1
O=C(NCCCn1ccnc1)c1cc(-c2cccc(O)c2)on1	i	-13	6	-1	-22	-2	i	3	1
O=C(C1Cc2ccccc2CN1S(=O)(=O)c1ccc(F)cc1)N1CCCCCC1 (centres undefined)	i	2	-16	-4	-4	2	i	-2	1
CCCS(=O)(=O)c1c(S(=O)(=O)CCC)c2ccc(C(N)=O)cn2c1C(=O)c1ccc(F)cc1	i	-1	-3	6	3	6	i	5	0
C/C(=N\NC(=O)CNC(=O)c1ccccc1Br)c1ccco1	i	-4	-1	-6	11	1	i	3	1
O=c1cccc(-c2ccc3ccccc3c2)o1	i	·	·	·	-10	·	·	0	3
O=C(CN1CCCc2ccccc21)NCc1ccccc1Cl	i	-3	-8	-5	10	-3	i	-10	4
C/C(CC(=O)NC1CCCCC1)=N\NC(=O)c1ccc(Br)cc1	i	3	12	2	14	4	i	-3	1
CCCCCC(=O)N1C[C@@H](O)[C@H](n2cc(C3CC3)nn2)C[C@@H]1c1ccc(Cl)cc1	i	-6	-3	-3	-2	0	i	1	0
CC(=O)NCC1COc2ccccc2O1 (centres undefined)	i	-5	17	0	12	2	i	-1	4
O=C(Nc1ccc(C(F)(F)F)cc1)C1CCCN1S(=O)(=O)c1cccc2cccnc12 (centres undefined)	i	20	2	-3	-6	0	i	0	-3
COc1ccc(C(=O)CC2(C(=O)O)CCCCC2)cc1	i	-4	4	3	-19	0	i	1	-1
CCCCn1nnnc1C1(C)CCC(=O)N1Cc1cc(OC)ccc1OC (centres undefined)	i	-7	·	-6	4	·	·	1	-1
COCc1cc(C)nc(OCC(=O)N/N=C/c2ccc(C)o2)c1C#N	i	-4	4	-2	11	-2	i	-4	2

As a short view, part of the list above:
Compound	Neddyl block	FAS TE block	MLLE-PAM2 inh	NadD inh	SKN-1 block	Rin1 Abl inh	Rpn11 block	MT1-MMP act inh	CSN inh
O=C(N/N=C/c1ccc([N+](=O)[O-])o1)c1cn2ccc3ccccc3c2n1	i	-1	-2	3	6	-2	i	0	9
CC(=O)NC(CC(=O)Nc1ccc(S(=O)(=O)N2CCCC2)cc1)c1ccccc1 (centres undefined)	i	-3	-7	-4	-1	-1	i	-4	-7
Nc1nc(CSc2nc3ccccc3s2)nc(N2CCCCC2)n1	i	9	9	-6	-7	1	i	-4	1
CN(Cc1ccccc1)c1ncnc2ccc(Br)cc12	i	22	3	1	17	-35	i	-17	-2
